M1 ag parental: counter-screen for M1 agonists: effect in parental CHO-K1 cells. Fluo-8 calcium fluorescence; scaled to maximal ATP response, vehicle zero. activation, % at 3 µM. 0.48% of 360,000 active. AID 602248, 2012; in the data active means activation above about 15%;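 further: untransfected CHO-K1 host cells lacking M1 receptor as counterscreen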
CHO parental Ca: ATP-evoked calcium signal inhibitors, parental CHO, primary screen, counter-screen for OX1R antagonist project, cell-based, fluorescence, Fluo-8 calcium dye; parental CHO-K1, ATP-induced calcium, Fluo-8 fluorescence; 0.63% of 330,000 active; AID 463079, 2010; inhibition, % at 5.6 µM;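 active means inhibition above that plate's mean sample inhibition plus 3 SD, cut at about 26% in these data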;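 further: 0% = ATP-challenged DMSO wells and 100% = DMSO wells without ATP; some compounds past the cut are filed as inactive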
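material = parental CHO cells | also added = ATP as calcium-mobilizing challenge | dosing = single point at 5.6 µM | detection = intracellular calcium via Fluo-8 no-wash fluorescent dye | read-out = % inhibition | benchmarks = low control ATP plus DMSO, high control DMSO only | repeats = one well per compound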
GPR7 antag: GPR7 receptor antagonists, primary screen, cell-based, fluorescence, single concentration; inhibition, % at 4.4 µM; AID 1861, 2009; GPR7-expressing cells, fluorescence antagonist assay; 1.1% of 290,000 active; in the data active means inhibition above about 16%, passing the limit was not always enough;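 further: cells stimulated with the agonist NPW; 0% = agonist with vehicle and 100% = vehicle without agonist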
V1R ag counter: agonists of human V1a receptor, primary screen, counter-screen for OXTR agonist project, fluorescence, CHO-V1R cells; 0.25% of 320,000 active; activation, % at 3 µM; Fluo-8 calcium fluorescence, agonist mode; 0% DMSO, 100% 3 nM vasopressin;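 active means activation above the mean activation of all tested compounds plus 3 SD, per screening run, cut at about 20% in these data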;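 further: signal is peak over basal fluorescence ratio across a 100 second FLIPR read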
Target sequence (P37288 whole entry, looked up): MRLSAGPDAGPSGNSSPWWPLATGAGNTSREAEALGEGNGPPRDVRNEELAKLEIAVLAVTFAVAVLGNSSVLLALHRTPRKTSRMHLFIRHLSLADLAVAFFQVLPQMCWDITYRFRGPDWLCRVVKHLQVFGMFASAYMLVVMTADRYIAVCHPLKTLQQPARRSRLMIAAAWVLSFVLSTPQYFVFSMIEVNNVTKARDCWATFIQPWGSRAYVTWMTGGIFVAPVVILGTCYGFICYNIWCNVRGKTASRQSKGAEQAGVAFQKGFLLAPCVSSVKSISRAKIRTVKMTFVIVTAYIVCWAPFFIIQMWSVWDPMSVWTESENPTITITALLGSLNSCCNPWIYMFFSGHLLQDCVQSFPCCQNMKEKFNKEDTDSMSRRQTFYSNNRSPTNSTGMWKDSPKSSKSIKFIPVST
TAAR1 antag: human TAAR1 antagonists, primary screen, Fluo-8 calcium fluorescence, CHO RD-HGA16 cells | Trace amine-associated receptor 1 (Homo sapiens), Q96RJ0 | antagonist | inhibition, % at 3 µM | 1.5% of 360,000 active;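 active means inhibition above a per-plate cutoff, the mean inhibition of test compounds on that plate plus 3 SD, cut at about 49% in these data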;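 further: 0% = DMSO plus EC80 beta-PEA response and 100% = DMSO alone without agonist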
Target sequence (Q96RJ0 whole entry, looked up): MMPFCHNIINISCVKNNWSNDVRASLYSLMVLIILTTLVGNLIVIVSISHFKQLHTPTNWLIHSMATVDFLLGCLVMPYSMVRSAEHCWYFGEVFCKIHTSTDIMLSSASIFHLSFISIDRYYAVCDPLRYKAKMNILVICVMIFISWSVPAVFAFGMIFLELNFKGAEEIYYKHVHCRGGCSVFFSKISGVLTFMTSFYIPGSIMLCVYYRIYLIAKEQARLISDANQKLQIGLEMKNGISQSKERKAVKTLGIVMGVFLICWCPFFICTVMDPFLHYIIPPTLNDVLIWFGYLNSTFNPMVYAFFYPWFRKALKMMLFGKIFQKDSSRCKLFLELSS
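Test system: hTAAR1-expressing CHO RD-HGA16 cells, Gα16-coupled; Probe or stimulus: EC80 β-phenethylamine stimulus; Compound dosing: single nominal final test compound concentration of 3 µM; Timing: 140 s kinetic read after compound, 140 s after agonist; Signal: Fluo-8 calcium-sensitive fluorescence; Measure: % inhibition of agonist calcium response; Controls: DMSO and EC80 PEA controls.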
OXTR agonist: human OXTR agonists, primary screen, fluorescence, CHO-OTR cells, Fluo-8 calcium. AID 2435, 2010. Fluo-8 calcium fluorescence; normalized: DMSO 0%, oxytocin 100%. 0.32% of 320,000 active. activation, % at 3 µM;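 active means activation above the mean of all tested compounds plus 3 SD, cutoff set per screening run, cut at about 20% in these data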;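 further: peak over basal fluorescence ratio from a 100 s FLIPR kinetic read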
CHO-K1 Ca PAM: nonselective calcium activators in parental CHO-K1 cells, primary screen, counter-screen for M1 PAM project, cell-based, Fluo-8 calcium fluorescence, full deck, 1536-well. ATP EC20; 0% at ATP EC20, 100% at ATP max. activation, % at 3 µM. 0.02% of 360,000 active;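 active means activation above the run cutoff, the mean activation of all test compounds plus 3 SD, cut at about 40% in these data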;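 further: peak over basal fluorescence ratio in a 140 s read after ATP addition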
CHO-K1 Ca antag: M1 antagonist counterscreen hit in parental CHO-K1 cells. ATP-induced calcium, Fluo-8 fluorescence. 0.6% of 360,000 active. inhibition, % at 3 µM. AID 602250;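 active means inhibition above a per-plate cutoff, the plate's mean sample inhibition plus 3 SD, cut at about 24% in these data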;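 further: 0% = DMSO plus EC80 ATP and 100% = DMSO alone without ATP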
OXTR potentiate: human OXTR potentiators, primary screen, fluorescence, CHO-OTR cells, Fluo-8 calcium | Oxytocin receptor (Homo sapiens), P30559 | Fluo-8 calcium fluorescence, potentiator mode; 0% = oxytocin EC15, 100% = EC100 | activation, % at 3 µM | 0.061% of 320,000 active | AID 2445, 2010;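 active means activation above that plate's cutoff, the mean activation of tested compounds plus 3 SD, cut at about 6.6% in these data, passing the limit was not always enough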;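 further: 100% uses oxytocin at 75 nM as the full agonist control; some results filed as inactive read as strong as hits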
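Material: human OTR in CHO cells. Compound: 3.0 µM, one dose. Timing: compound 6 min at room temperature before oxytocin, 100 s read. Evaluation: % activation of max/min ratio relative to oxytocin controls. Replication: single well per compound, singlicate. Signal: Fluo-8 calcium dye fluorescence.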
* marks the source's active call; other numbers are inactive results; · = no result given; & = joins results of further samples. Compounds were not picked by outcome; overall some 3.5% were active at least once.

Compound	M1 ag parental	CHO parental Ca	GPR7 antag	V1R ag counter	TAAR1 antag	OXTR agonist	CHO-K1 Ca PAM	CHO-K1 Ca antag	OXTR potentiate
COc1ccc(S(=O)(=O)Nc2ccc3c(c2)CCC3)cc1	1.9	10.6	-1.9	4.5	15.4	0.0	10.2	-0.3	-14.5
CCOC(=O)c1c(S(=O)(=O)NCC(=O)N2CCN(c3ccc(F)cc3)CC2)c(C)n(C)c1C	-0.7	-11.5	-3.4	-1.2	-14.4	-2.4	4.4	8.5	-2.5
Cc1cc2nc(-c3nnnn3-c3c(C)cccc3C)c(=O)[nH]c2cc1C	0.7	·	·	·	-24.1	·	-11.5	23.8*	·
CCN(CC(=O)NCc1ccccn1)S(=O)(=O)c1cc(Cl)ccc1Cl	0.8	-10.7	·	0.0	-3.1	-0.8	2.1	0.6	-0.9
Cc1ccc(C(=O)N/N=C\c2sccc2C)cn1	0.7	-6.7	-0.1	0.9	17.0	-0.8	9.4	-7.7	1.7
CCOC(=O)C(Cc1ccccc1)NC(=O)CCc1nnc2ccc(N3CCCCC3)nn12 (stereo unspecified)	2.0	-21.3	-8.1	1.0	-19.1	-0.1	12.7	-20.0	-10.6
Cc1nnc(NC(=O)C2CCN(S(=O)(=O)c3ccc(F)c(Cl)c3)CC2)o1	0.3	·	·	·	-13.7	·	2.5	3.9	·
CC(=O)Oc1ccc(/C=N/NC2=NS(=O)(=O)c3ccccc32)cc1	1.8	-1.9	0.6	0.1	-4.0	0.4	13.3	-5.1	-9.3
Cn1c(=O)[nH]c(=O)c2c1nc(N1CCCCC1)n2CC(O)COc1ccccc1 (stereo unspecified)	1.6	1.6	-8.9	0.3	5.8	0.4	-14.6	11.4	-4.0
CCN(C[C@H]1N[C@@](CC)(C(=O)OC)[C@H]2C(=O)N(C)C(=O)[C@@H]12)C(=O)c1ccc(C(C)(C)C)cc1	0.6	-26.6	·	0.1	-13.8	-0.5	13.8	-23.9	2.5
CCCNC(=O)CN1C(=O)NC(CC)(c2ccc(F)cc2)C1=O (stereo unspecified)	9.9	-0.2	2.4	0.8	-1.4	0.6	10.5	0.4	-5.6
CCCCn1c(N)c(N(CCOC)C(=O)c2ccc(NC3CC3)c([N+](=O)[O-])c2)c(=O)[nH]c1=O	0.2	-33.2	·	-1.1	-12.0	-0.7	-9.7	0.7	-7.5
COc1ccccc1N1CCN(C(=O)c2ccco2)CC1	0.4	-8.1	-16.0	0.4	2.5	0.3	1.7	-15.4	-6.9
Cn1c(=O)cc(SCC(=O)NCCCN2CCN(c3ccc(F)cc3)CC2)c2ccccc21	-0.2	-25.3	-5.1	0.2	-3.8	-2.0	-4.9	-10.3	-5.7
COC(=O)CCC(=O)NNC(=O)Cc1ccccc1	0.5	-9.2	-8.7	0.4	-2.0	0.9	-3.0	-16.1	-11.1
COc1ccc(N2CCN(C(=O)/C=C/c3ccco3)CC2)cc1	-0.1	-4.2	9.1	0.1	1.1	-1.3	21.4	-13.4	3.6
O=C(O)C1C2C=CC3(CN(C4CCCC4)C(=O)C13)O2 (stereo unspecified)	0.1	-7.2	-6.5	-0.3	-6.8	0.3	4.2	-4.3	-10.1
Cc1ccc(CN(C(=O)C(F)(F)F)C(C(=O)NC2CCCCC2)c2ccco2)cc1 (stereo unspecified)	-0.1	-26.8	7.8	-0.6	-14.1	-2.1	4.7	-10.5	-13.2
COc1ccccc1/C=C/CN1CCC(CO)(Cc2ccccc2)CC1	0.5	-8.8	2.4	9.2	4.5	6.8	1.8	9.4	-19.7
COc1ccc(-c2cc3c(c4c2ccn4C)C2CCC3C2)cc1 (stereo unspecified)	-0.1	·	·	·	-31.7	·	3.0	13.4	·
Cc1cc(=O)oc2cc(OCC(=O)Nc3ccc4[nH]c(=O)[nH]c4c3)ccc12	0.1	-9.9	·	0.5	-14.2	-0.4	-7.4	9.2	-7.3
O=S1(=O)CC(N2CCN(CCO)CC2)CN1Cc1cn(Cc2ccc(C(F)(F)F)cc2)nn1 (stereo unspecified)	0.3	·	·	·	-15.5	·	-6.6	13.6	·
CCOc1ccc(NC(=O)C(C)Sc2nccn2C)cc1 (stereo unspecified)	1.2	-5.8	-9.5	-0.3	-12.4	0.7	6.0	-8.7	-0.1
Cc1c(Cl)cccc1NC(=O)CC(Cc1ccccc1)C(=O)O (stereo unspecified)	0.3	-6.0	1.0	-1.3	-5.0	-0.4	20.0	-0.1	-7.5
COc1cc(Cl)ccc1OCc1cc(C(=O)N(C)CC2CCCCO2)no1 (stereo unspecified)	1.6	-21.8	-4.8	2.0	8.8	0.9	3.4	-16.6	-5.9

An excerpt of these results, with values under each structure:
Value order – M1 ag parental	CHO parental Ca	GPR7 antag	V1R ag counter	TAAR1 antag	OXTR agonist	CHO-K1 Ca PAM	CHO-K1 Ca antag	OXTR potentiate
Cc1cc2nc(-c3nnnn3-c3c(C)cccc3C)c(=O)[nH]c2cc1C
  0.7	·	·	·	-24.1	·	-11.5	23.8*	·
CCN(CC(=O)NCc1ccccn1)S(=O)(=O)c1cc(Cl)ccc1Cl
  0.8	-10.7	·	0.0	-3.1	-0.8	2.1	0.6	-0.9
Cc1ccc(C(=O)N/N=C\c2sccc2C)cn1
  0.7	-6.7	-0.1	0.9	17.0	-0.8	9.4	-7.7	1.7
CCOC(=O)C(Cc1ccccc1)NC(=O)CCc1nnc2ccc(N3CCCCC3)nn12 (stereo unspecified)
  2.0	-21.3	-8.1	1.0	-19.1	-0.1	12.7	-20.0	-10.6
Cc1nnc(NC(=O)C2CCN(S(=O)(=O)c3ccc(F)c(Cl)c3)CC2)o1
  0.3	·	·	·	-13.7	·	2.5	3.9	·
CC(=O)Oc1ccc(/C=N/NC2=NS(=O)(=O)c3ccccc32)cc1
  1.8	-1.9	0.6	0.1	-4.0	0.4	13.3	-5.1	-9.3

Of the compounds above, 3 contain a furan ring, fused or not.
Compound	M1 ag parental	CHO parental Ca	GPR7 antag	V1R ag counter	TAAR1 antag	OXTR agonist	CHO-K1 Ca PAM	CHO-K1 Ca antag	OXTR potentiate
COc1ccccc1N1CCN(C(=O)c2ccco2)CC1	0.4	-8.1	-16.0	0.4	2.5	0.3	1.7	-15.4	-6.9
COc1ccc(N2CCN(C(=O)/C=C/c3ccco3)CC2)cc1	-0.1	-4.2	9.1	0.1	1.1	-1.3	21.4	-13.4	3.6
Cc1ccc(CN(C(=O)C(F)(F)F)C(C(=O)NC2CCCCC2)c2ccco2)cc1 (stereo unspecified)	-0.1	-26.8	7.8	-0.6	-14.1	-2.1	4.7	-10.5	-13.2

(continued)
Compound	M1 ag parental	CHO parental Ca	GPR7 antag	V1R ag counter	TAAR1 antag	OXTR agonist	CHO-K1 Ca PAM	CHO-K1 Ca antag	OXTR potentiate
CC(C)CC1Nc2ncnc(N3CCN(c4ccccn4)CC3)c2N(Cc2ccccc2)C1=O (stereo unspecified)	0.1&0.8	-13.8	·	-0.3	1.6&-9.8	-1.2	-7.2&4.8	-12.5&7.1	7.0
Cn1c2ccccc2n2c(=O)c(Cl)c(-c3ccccc3)c(C#N)c12	0.5	-16.6	-12.1	0.9	-13.9	-0.2	8.6	-0.1	-1.6
CCCn1c(SCC(=O)Nc2cc(C)on2)n[nH]c1=O	1.0	5.5	·	1.0	-0.2	1.3	8.2	-7.1	-6.9
S=c1[nH]nc(COc2ccccc2)n1C1CCCCC1	1.4	-10.8	-15.5	0.1	0.4	0.3	30.2	-19.0	-5.5
Cc1ccc(C(=O)Nc2ccc(Cl)cc2C)c(Cl)c1	-0.2	2.6	-10.5	-0.6	-5.7	-2.4	11.9	-5.0	-2.8
O=C(Cc1c(F)cccc1Cl)NNC(=O)c1cccs1	0.6	5.0	·	0.9	-3.3	2.5	0.1	-16.0	-3.2
COc1ccc(S(=O)(=O)N2N=C(C)Oc3ccccc3C2=O)cc1	0.0	-10.3	16.9	1.5	-11.9	1.5	-3.6	-0.1	-5.2
O=C(Cn1nnc(-c2cccs2)n1)N1c2ccccc2Sc2ccc(C(F)(F)F)cc21	0.4	-18.0	-10.6	0.2	-14.2	-0.1	1.4	-6.8	-6.7
CC1(C)CC(=O)C=C(c2ccc(COC(=O)C3CC3)cc2)C1=O	1.2	·	·	·	8.6	·	-2.5	11.4	·
CC(C)C[C@H](NC(=O)C1CCN(S(=O)(=O)c2ccccc2)CC1)C(=O)NCc1ccncc1	3.0	-1.6	-9.7	0.4	-8.4	0.1	3.9	0.0	-2.6
Cc1cc(=O)oc2cc(NC(=O)CCC(=O)O)ccc12	0.9	2.9	-1.2	-0.3	-4.0	0.5	8.6	-14.6	2.7
Cc1c(-c2ccco2)[n+](=O)c2c(n1[O-])CCCCC2	-0.1	6.7	-14.4	-0.2	10.4	0.1	11.9	-3.0	-14.7
COc1ccccc1C(=O)OCC(=O)NC(=O)NCc1ccccc1	-0.1	-10.2	-8.2	0.6	8.3	-1.2	-3.0	-5.3	4.3
Cc1ccc(-n2nnc3c(=O)n(Cc4cccc(C)c4)cnc32)cc1	0.2	-4.9	-9.7	0.5	-10.7	-0.8	-6.4	19.8	-4.2
COc1ccccc1C1CCN(Cc2ccc(Cl)c(Cl)c2)CC1	1.0	-17.1	-12.2	-0.8	-14.7	-1.5	18.0	-7.0	0.6
c1cc(N2CCCCC2)nc(N2CCCCC2)n1	0.9	·	·	·	-10.0	·	9.5	-6.6	·
CCCc1cc(C(=O)Nc2ccc(C#N)cc2)no1	3.5	-5.3	-1.3	2.4	4.0	2.3	9.7	-11.9	-5.4
COc1ccc(C(=O)O)cc1NCc1cccnc1	0.6	-12.9	-4.0	-0.2	-16.6	0.1	8.8	-11.1	4.2
Cc1ccc(NC(=O)C2CC2C)c(Cl)c1 (stereo unspecified)	-1.0	7.4	-16.3	-1.0	-6.1	-2.9	11.6	-7.9	2.9
COc1ccc(C2Nc3ccccc3C(=O)N2NC(=O)c2ccccc2)cc1OC (stereo unspecified)	0.3	-7.0	-21.1	-0.1	8.2	1.0	-3.7	-3.3	-6.1

Bioassay records deposited in PubChem by The Scripps Research Institute Molecular Screening Center.
